Source: PubChem BioAssay (several laboratories)
MEP2-GFP yeast: modulators of TOR pathway MEP2-GFP in S. cerevisiae; 330,000 tested, 0.51% active; S. cerevisiae MEP2-GFP strain, flow cytometry GFP, 3 h; 100% = DMSO control level; GFP response vs DMSO, % at 10 µM;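 active = GFP response versus DMSO above a set limit, roughly screen mean plus 3 SD, cut at about 180% in these data; inconclusive = fewer than 70 cells counted for a yeast strain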;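 note: median GFP fluorescence of the barcode-gated MEP2-GFP cells per well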
LAP4-GFP MLPCN: yeast TOR pathway LAP4-GFP modulation; S. cerevisiae LAP4-GFP multiplex, flow cytometry GFP, 3 h; median GFP as percent of DMSO wells; GFP response vs DMSO, % at 10 µM; 320,000 tested, 0.34% active; AID 2023;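 active = GFP response vs DMSO above a set limit, about the screen mean plus 3 SD, cut at about 150% in these data; inconclusive = under 70 cell events counted for the yeast strain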
AGP1-GFP MLPCN: yeast TOR pathway AGP1-GFP modulation | S. cerevisiae AGP1-GFP multiplex flow cytometry, 3 h; GFP as percent of DMSO wells | GFP response vs DMSO, % at 10 µM | 320,000 tested, 0.02% active | AID 2066;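 active = GFP response relative to DMSO above a set limit, near screen average plus 3 SD, cut at about 150% in these data; inconclusive = fewer than 70 cells counted for the yeast strain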;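 note: median GFP channel fluorescence of the gated AGP1 strain per well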
CIT2-GFP yeast: modulators of TOR pathway CIT2-GFP in S. cerevisiae | S. cerevisiae CIT2-GFP strain, flow cytometry, 3 h; 100 means same as DMSO wells | GFP response vs DMSO, % at 10 µM | 320,000 tested, 0.065% active;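 active = GFP response relative to DMSO above a set limit, near the screen mean plus 3 SD, cut at about 150% in these data; inconclusive = Fewer than 70 cells measured for a yeast strain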;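 note: ratio of well median GFP fluorescence to mean of DMSO wells on the plate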
RPL19A-GFP yeast: modulators of TOR pathway RPL19A-GFP in S. cerevisiae. S. cerevisiae RPL19A-GFP strain, flow cytometry, 3 h; stronger effect = lower value. percent response vs DMSO, % at 10 µM. 330,000 tested, 0.3% active. AID 2025;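 active = percent response vs DMSO below 50%; inconclusive = fewer than 70 events counted for the yeast strain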;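 note: median channel GFP fluorescence of the barcoded RPL19A-GFP strain; ratio of sample median GFP to plate DMSO average so 100% = DMSO; lower means less RPL19A-GFP as with rapamycin TOR inhibition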
AHR activator: activates the human aryl hydrocarbon receptor; P35869; AHR-responsive luciferase reporter cells, luminescence; activation, % at 5 µM; 320,000 tested, 2.5% active; in the data active = activation above about 47%;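 note: 0% = vehicle wells and 100% = reference agonist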
Target sequence (P35869 whole entry, looked up): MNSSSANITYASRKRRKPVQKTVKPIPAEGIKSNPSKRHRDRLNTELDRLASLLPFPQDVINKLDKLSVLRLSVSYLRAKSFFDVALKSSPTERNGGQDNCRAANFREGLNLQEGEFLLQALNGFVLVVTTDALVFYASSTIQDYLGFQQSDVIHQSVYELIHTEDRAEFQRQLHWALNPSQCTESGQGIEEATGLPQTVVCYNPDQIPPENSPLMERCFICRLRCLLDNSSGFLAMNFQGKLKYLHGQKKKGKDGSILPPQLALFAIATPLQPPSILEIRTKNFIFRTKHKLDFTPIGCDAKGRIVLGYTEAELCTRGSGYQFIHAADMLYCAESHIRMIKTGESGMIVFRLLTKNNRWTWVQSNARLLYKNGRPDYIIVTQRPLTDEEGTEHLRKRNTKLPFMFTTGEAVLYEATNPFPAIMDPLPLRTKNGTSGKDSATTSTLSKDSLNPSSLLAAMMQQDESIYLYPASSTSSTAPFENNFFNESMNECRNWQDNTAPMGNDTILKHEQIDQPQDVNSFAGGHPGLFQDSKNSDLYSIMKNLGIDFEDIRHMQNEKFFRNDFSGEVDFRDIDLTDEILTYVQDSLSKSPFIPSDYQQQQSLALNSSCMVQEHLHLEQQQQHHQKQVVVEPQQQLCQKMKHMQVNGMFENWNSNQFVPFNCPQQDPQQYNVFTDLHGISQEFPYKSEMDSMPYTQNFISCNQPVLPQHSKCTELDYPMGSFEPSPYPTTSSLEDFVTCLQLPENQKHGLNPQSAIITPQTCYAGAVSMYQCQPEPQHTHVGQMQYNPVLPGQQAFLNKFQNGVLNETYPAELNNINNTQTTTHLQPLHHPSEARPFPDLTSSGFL
procasp7 counter: activates human procaspase-7, counter-screen for procaspase-3 activators | 330,000 tested, 0.093% active | P55210 | recombinant procaspase-7, Ac-DEVD-pNA absorbance 405 nm; D23A/D198A/D206A triple mutant, cannot self-cleave; scale: DMSO 0, 5 µM enzyme 100 | AID 463210 | activation, % at 8.5 µM;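 active = percent activation above the screen-wide mean plus 3 SD, cut at about 25% in these data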
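Assay system – Uncleavable procaspase-7 mutant enzyme · Quantity – 2 µM procaspase-7 mutant as dispensed · Times – 1 h preincubation, 2 h reaction · Dosing – single nominal 8.5 µM compound dose, 0.8% DMSO final · Buffer or medium – Zinc-free 50 mM HEPES buffer, pH 7.4, with NaCl and Triton X-100 · Detection – Epi-absorbance of released pNA at 405 nm, two timepoints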
procasp3 activ: procaspase-3 (human) activation | AID 463141 | recombinant procaspase-3 D3A, Ac-DEVD-pNA absorbance 405 nm | P42574 | activation, % at 8.5 µM | 330,000 tested, 0.11% active;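 active = activation above the mean of all tested compounds plus 3 SD, cut at about 21% in these data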;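 note: 0% = DMSO alone and 100% = DMSO wells spiked with extra 5 µM PC-3 D3A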
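Assay system: Autoprocessing-dead procaspase-3 D3A mutant enzyme; also added: Ac-DEVD-pNA; doses: one concentration, 8.5 µM nominal, 0.8% DMSO; times: 1 h compound preincubation, 2 h substrate hydrolysis at 25 °C; technique: 405 nm absorbance of p-nitroaniline, reads at 0 and 120 min; measure: % activation between DMSO and enzyme-spiked controls; repeats: single replicate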
An asterisk follows results filed as active; ? = inconclusive; / = no result given; [ ] = another dose, or the depositor's remark.

1. CC(=O)Nc1sc2c(c1CN1CCCC1)CCCC2
2. Cc1nnc2n1CCCCC2
3. Cn1nnnc1SCC(=O)Nc1nn(-c2ccccc2)nc1C(N)=O
4. O=C(O)c1nn(CCOc2cccc(Cl)c2)c(=O)c2ccccc12
5. CC(=O)Nc1ccc(S(=O)(=O)Oc2cccc(/C=N/N=C3/NC(=O)C(CC(=O)O)S3)c2)cc1 (stereo unspecified)
6. CC(=O)Nc1ccc(NC(=O)CCCCCN2C(=O)c3ccccc3C2=O)cc1
7. Cc1ccccc1C(=O)NC(=S)NC1CC1
8. CCOc1ccc(-n2c(COc3ccc(C)cc3)nnc2SCC(N)=O)cc1
9. COc1ccc2c(c1)C(=O)[C@H](O)[C@@H](c1ccc(OC)c(Br)c1)O2
10. Nc1c(C(=O)c2ccccc2)sc2snc(SCC(=O)c3ccccc3)c12

assay / compound	1	2	3	4	5	6	7	8	9	10
MEP2-GFP yeast	98	109	101	100	99	108	120	105	88	110
LAP4-GFP MLPCN	107	105	103	108	101	121	106	102	105	119
AGP1-GFP MLPCN	102	102	105	96	103	112	104	96	82	100
CIT2-GFP yeast	92	105	108	102	105	/	101	100	81	102
RPL19A-GFP yeast	100	106	96	97	99	111	115	97	93	103
AHR activator	2	14	6	-1	3	-1	2	0	10	19
procasp7 counter	1	3	6	3	1	-4	8	8	-41	-27
procasp3 activ	0	-6	-2	0	-4	3	9	3	-14	-7

11. Nc1nonc1C(=O)N/N=C/c1ccc(-c2ccc(Cl)c(C(=O)O)c2)o1
12. COCCn1c(SCC#N)nnc1-c1ccc([N+](=O)[O-])cc1
13. C#Cc1ccc([C@@H]2C=C(C(=O)NC3CC3)O[C@H](OCCCCO)C2)cc1
14. COc1ccc(CCNC(=O)CC(c2ccccc2)c2cc(C)ccc2O)cc1OC (stereo unspecified)
15. CCOc1ccccc1-c1cc(C(=O)N/N=C/c2cccnc2)c2ccccc2n1
16. Clc1ccccc1CSc1nnc(-c2ccccn2)n1Cc1ccco1
17. Fc1ccccc1CSc1ccc(-c2ccco2)nn1
18. Cc1cccc(NC(=O)NCCCCc2ccccc2)c1
19. Cc1onc(-c2ccccc2)c1C(=O)N1CCN(S(=O)(=O)c2ccc(OC(F)(F)F)cc2)CC1
20. CCCC(=O)Nc1cc(Cl)ccc1C

assay / compound	11	12	13	14	15	16	17	18	19	20
MEP2-GFP yeast	101	97	95	100	101	102	103	91	101	106
LAP4-GFP MLPCN	102	95	103	95	99	96	126	86	87	94
AGP1-GFP MLPCN	104	100	91	97	100	102	107	90	90	101
CIT2-GFP yeast	109	100	86	101	100	93	88	87	95	94
RPL19A-GFP yeast	101	101	102	102	101	99	106	99	102	101
AHR activator	4	0	29	0	16	3	-4	13	-2	1
procasp7 counter	1	7	4	-4	7	-12	7	2	1	-5
procasp3 activ	2	6	-7	-3	4	-11	3	8	2	1

21. CCOc1nc(-c2ccccc2)ccc1-c1noc(-c2cccnc2)n1
22. S=c1nc(-c2ccccc2)[nH]c2ccccc12
23. CC(C)[C@H](NC(=O)N1CCn2c1nc1ccccc12)C(=O)NCc1ccc2c(c1)OCO2
24. COCCN1C(=O)CC(NNC(=O)c2ccc(S(=O)(=O)N3CCCC3)cc2)C1=O (stereo unspecified)
25. CC(C)C[C@H]1CN=C(Nc2ccccc2)N1CC1CCCCC1
26. O=S(=O)(c1ccccc1Br)N1CCC(O)(c2cccnc2)CC1
27. Cc1csc(NC(=O)CSc2[nH]c(=O)ncc2C)n1
28. COc1ccc(NC(=S)Nn2cnnc2)cc1OC
29. CCOC(=O)N1CCN(CC(O)COC2CC(C)CCC2C(C)C)CC1 (stereo unspecified)
30. CCN1CN(CCc2ccccc2)CNC1=S

assay / compound	21	22	23	24	25	26	27	28	29	30
MEP2-GFP yeast	99	103	109	90	90	112	101	92	94	102
LAP4-GFP MLPCN	89	94	99	97	104	108	97	101	101	106
AGP1-GFP MLPCN	101	91	46	93	76	112	100	92	107	108
CIT2-GFP yeast	95	119	93	97	64	112	101	88	104	104
RPL19A-GFP yeast	101	111	91	87	95	105	96	98	102	105
AHR activator	5	57*	7	0	-2	-2	2	1	3	-1
procasp7 counter	-2	-6	-2	11	13	3	6	-35	-2	6
procasp3 activ	7	-5	1	6	-1	1	10	-14	2	4

31. Cc1ccc(N=C(N)N=C(N)N)c(C)c1
32. Clc1ccc(-c2nnc3ccccn23)cc1
33. CCCC1=Nc2cc(C(=O)N3CCC(C(N)=O)CC3)ccc2Sc2ccccc21
34. COc1ccc(S(=O)(=O)N2CCCCCC2)cc1NC(=O)Cc1ccccc1
35. CC(=O)N1CCc2cc(S(=O)(=O)NCCC(=O)N3CCN(Cc4ccccc4)CC3)ccc21
36. COc1ccc(OCC(O)CN2CCCCCC2)cc1 (stereo unspecified)
37. COc1ccccc1-c1nc(NC(C)=O)n[nH]1
38. COc1ccc(OCCNC2CCCC2)cc1
39. COCCCNC(=O)CCc1c(C)nc2c(c(C)nn2-c2ccc(C)cc2)c1C
40. CC(=O)c1cccc(CN2CCN(CCC(C)C)C(CCO)C2)c1 (stereo unspecified)

assay / compound	31	32	33	34	35	36	37	38	39	40
MEP2-GFP yeast	101	95	104	104	94	114	104	117	107	102
LAP4-GFP MLPCN	109	105	97	116	94	103	95	97	89	98
AGP1-GFP MLPCN	108	/	104	111	87	103	97	112	91	101
CIT2-GFP yeast	107	104	104	122	91	97	100	110	92	96
RPL19A-GFP yeast	102	97	101	126	99	99	93	121	97	98
AHR activator	-1	5	1	1	-1	0	29	-1	/	-1
procasp7 counter	0	-3	-2	5	-9	-11	-10	2	/	9
procasp3 activ	-12	-1	6	13	1	2	5	2	/	-2

41. O=[N+]([O-])c1ccc2nc(NS(=O)(=O)c3ccccc3[N+](=O)[O-])sc2c1
42. Cc1nnc(SCC(=O)NCCC2=CCCCC2)[nH]c1=O
43. CCn1c(SCC(=O)N/N=C/c2ccccc2OCC(=O)O)nnc1-c1ccc(C)cc1
44. Cc1ccc(C2=NCCn3nc4cc([N+](=O)[O-])ccc4c32)cc1
45. COc1ccc(CCNC(=O)c2c(-c3ccccc3)noc2C)cc1OC
46. O=C(c1ccc2c(c1)OCO2)N1CCC2(CC1)Oc1ccc(F)cc1C(=O)C21CC(c2cccnc2)=NO1 (stereo unspecified)
47. O=C(CC(C(=O)O)c1ccccc1)Nc1cccc2ccccc12 (stereo unspecified)
48. O=C(Cn1c(NCCO)nc2ccccc21)c1ccc([N+](=O)[O-])cc1
49. CC1CCCC(C)N1/N=C/c1ccc([N+](=O)[O-])cc1 (stereo unspecified)
50. COc1cccc(NC(=S)N2CCC(Cc3ccccc3)CC2)c1

assay / compound	41	42	43	44	45	46	47	48	49	50
MEP2-GFP yeast	104	110	99	102	100	91	100	100	102	102
LAP4-GFP MLPCN	96	97	103	104	105	111	94	95	96	92
AGP1-GFP MLPCN	99	101	105	90	104	94	100	100	105	88
CIT2-GFP yeast	105	100	109	90	105	102	100	98	109	91
RPL19A-GFP yeast	103	99	100	97	100	97	105	101	105	113
AHR activator	10	-1	2	14	-1	0	9	-2	5	/
procasp7 counter	3	-2	-3	4	4	6	5	-1	-14	/
procasp3 activ	0	7	2	-7	-4	5	-6	0	-4	/

From no. 45 as far as 50, as listed above:
45. COc1ccc(CCNC(=O)c2c(-c3ccccc3)noc2C)cc1OC
46. O=C(c1ccc2c(c1)OCO2)N1CCC2(CC1)Oc1ccc(F)cc1C(=O)C21CC(c2cccnc2)=NO1 (stereo unspecified)
47. O=C(CC(C(=O)O)c1ccccc1)Nc1cccc2ccccc12 (stereo unspecified)
48. O=C(Cn1c(NCCO)nc2ccccc21)c1ccc([N+](=O)[O-])cc1
49. CC1CCCC(C)N1/N=C/c1ccc([N+](=O)[O-])cc1 (stereo unspecified)
50. COc1cccc(NC(=S)N2CCC(Cc3ccccc3)CC2)c1

assay / compound	45	46	47	48	49	50
MEP2-GFP yeast	100	91	100	100	102	102
LAP4-GFP MLPCN	105	111	94	95	96	92
AGP1-GFP MLPCN	104	94	100	100	105	88
CIT2-GFP yeast	105	102	100	98	109	91
RPL19A-GFP yeast	100	97	105	101	105	113
AHR activator	-1	0	9	-2	5	/
procasp7 counter	4	6	5	-1	-14	/
procasp3 activ	-4	5	-6	0	-4	/

More records follow:
51. CCn1c(SCC(=O)N2CCCCC2C)nc2c1c(=O)n(C)c(=O)n2C (stereo unspecified)
52. C/C(=N\NC(N)=S)c1cc(-c2ccccc2)c(-c2ccccc2)s1
53. COc1cccc(N2CCN(c3nc(C)cc(=O)[nH]3)CC2)c1
54. Cc1ccccc1Cc1c(C)nc2ncnn2c1C
55. O=C(O)c1ccccc1Nc1cc(Cl)c2nonc2c1[N+](=O)[O-]
56. CCOC(=O)c1ccc(NC(=O)c2ccc(CN3CCc4ccccc4C3)cc2)cc1
57. COC(=O)CSc1nc(-c2ccccc2)cc(-c2ccco2)c1C#N
58. O=C(CSc1n[nH]c(-c2ccncc2)n1)Nc1ccc(Br)cc1
59. Cc1ccc(C2CC(C(F)F)n3ncc(C(=O)Nc4c(C)nn(Cc5c(F)cccc5Cl)c4C)c3N2)cc1 (stereo unspecified)
60. O=C(O)/C=C/C(=O)Nc1ccc(-n2ccc(C(F)(F)F)n2)cc1
61. Cn1c(CNC(=O)c2ccc(Cl)c(Cl)c2)nnc1SCC(=O)Nc1sc2c(c1C#N)CCCC2
62. N#CCc1nc2ccc(S(=O)(=O)N3CCOCC3)cc2s1
63. COC(=O)c1cc(S(=O)(=O)Nc2cc(S(=O)(=O)N(C)C)ccc2C)oc1C

assay / compound	51	52	53	54	55	56	57	58	59	60	61	62	63
MEP2-GFP yeast	?	98	87[may fluoresce red and violet]	106	106	101	107	100	100	96	101	95	96
LAP4-GFP MLPCN	81[may fluoresce violet]	91	94[may fluoresce red and violet]	111	91	90	97	99	94	108	96	104	/
AGP1-GFP MLPCN	?	95	105[may fluoresce red and violet]	105	94	96	116	102	100	101	99	105	/
CIT2-GFP yeast	?	97	?	105	101	103	112	104	96	93	97	104	/
RPL19A-GFP yeast	49*[may fluoresce violet]	98	?	100	104	98	109	100	100	96	96	97	100
AHR activator	1	4	0	-3	2	7	1	3	0	-3	-3	0	-1
procasp7 counter	-2	13	-3	5	-11	-1	9	6	-3	14	8	-4	7
procasp3 activ	5	-3	1	2	-8	3	12	-1	-2	-8	6	-8	-13
